GLP1R cytotox: cytotoxicity in counter-screen for GLP-1R inverse agonists | Potency, µM (series often up to 38.3 µM), for the others: at the highest dose activity change, negative = inhibition, usual class: inhibitors | hit rate 0.13% among 410,000 | HEK293 cAMP-luciferase reporter cells, luminescence, 24 h;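 note: loss of luciferase light is scored as toxicity; potency is the fitted concentration of half-maximal effect; % is set by controls: 0 for no effect and ±100 for the full control effect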
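Luminescence readout: signal drop marks cytotoxicity. Plated cells grew 12 h at 37 °C, 5% CO2, received 23 nL compound for 24 h, then got luciferase reagent, read after 12 min at RT.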
GLP1R inv ag: inverse agonists of human GLP-1 receptor. P43220. HEK293 GLP-1R CRE-luciferase, luminescence, 24 h; GLP-1R form is constitutively active. Potency, µM (titrated, usually from 38.3 µM), for the others: top-dose activity change, negative = inhibition, usual class: inhibitors. hit rate 1.6% among 410,000; note: potency is the fitted concentration of half-maximal effect; % is set by controls: 0 for no effect and ±100 for the full control effect; nearly all actives have a fitted effect of over 55% in size
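HEK293 cells stably co-expressing a cAMP-responsive luciferase reporter and constitutively active GLP-1R were seeded, incubated 12 h, then exposed to compounds for 24 h at 37 C. Luminescence was read 12 min after detection reagent; inverse agonists lower signal.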
EPAC1 antagonist: blocks human EPAC1 exchange factor | EPAC1 GEF assay, Rap1b-BODIPY-GDP exchange fluorescence | O95398 | Potency, µM (top dose mostly 115 µM), for inactives: at the top dose activity change, negative = inhibition, actives largely listed as inhibitors | AID 720709 | hit rate 0.14% among 360,000;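 note: potency is the fitted concentration of half-maximal effect; plate controls were vehicle for no effect and positive control for full effect; nearly all actives have a fitted effect of over 50% in size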
GLP1R ag: activates the human GLP-1 receptor; HEK293 GLP-1R CRE-luciferase, luminescence, 4-6 h; cells express a hypersensitive GLP-1R form; P43220; Potency, µM (series often up to 45.6 µM), for inactives: at the highest dose activation, actives largely listed as activators; AID 624172; hit rate 0.007% among 380,000; note: potency is the fitted concentration of half-maximal effect; % of control where 0% means no effect
EPAC1 ag: activates human EPAC1 exchange factor | O95398 | EPAC1 agonist qHTS, biochemical assay; response scale: 100% = response to 6.5 mM cAMP | Potency, µM (titrated, usually from 154 µM), without a hit: at the highest dose activation, most hits filed as activators | hit rate 0.073% among 360,000 | AID 720707; note: potency is the fitted concentration of half-maximal effect; nearly all actives have a fitted effect of over 60% in size
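Multi-concentration qHTS readout: loss of Rap1B-bound BODIPY-GDP fluorescence driven by 100 nM EPAC1 with excess GDP (50 uM), monitored kinetically at room temperature; agonist response expressed relative to 6.5 mM cAMP.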
PLK1 PBD inh: inhibitors of human PLK1 polo-box domain binding. Plk1 PBD binding of FITC phosphopeptide, fluorescence polarization. Potency, µM, inactives show max response, negative = inhibition, usual class: inhibitors. hit rate 2.8% among 360,000; note: potency is the fitted concentration of half-maximal effect; series mostly up to about 57 µM; % is set by controls: 0 for no effect and ±100 for the full control effect; nearly all actives have a fitted effect of over 65% in size
Target sequence (P53350 whole entry, looked up, the tested form may be a part): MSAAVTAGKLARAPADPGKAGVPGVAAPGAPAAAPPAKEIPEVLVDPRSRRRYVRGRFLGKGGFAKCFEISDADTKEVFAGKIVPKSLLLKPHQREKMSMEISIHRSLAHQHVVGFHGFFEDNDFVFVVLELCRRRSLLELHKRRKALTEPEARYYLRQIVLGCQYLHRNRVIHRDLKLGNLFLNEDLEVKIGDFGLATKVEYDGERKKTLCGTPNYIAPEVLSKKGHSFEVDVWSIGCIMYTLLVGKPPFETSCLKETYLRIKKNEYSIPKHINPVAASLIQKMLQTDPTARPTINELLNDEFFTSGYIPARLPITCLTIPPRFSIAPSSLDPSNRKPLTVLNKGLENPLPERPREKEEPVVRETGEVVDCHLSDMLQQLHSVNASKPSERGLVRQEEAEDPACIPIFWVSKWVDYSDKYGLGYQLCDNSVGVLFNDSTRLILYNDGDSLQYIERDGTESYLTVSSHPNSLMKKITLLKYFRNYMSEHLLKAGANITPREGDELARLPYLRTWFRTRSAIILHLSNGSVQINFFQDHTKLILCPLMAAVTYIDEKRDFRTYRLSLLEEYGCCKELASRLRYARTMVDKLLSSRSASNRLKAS
IL-2 act: activates IL-2 in a cell-based reporter assay; IL-2 activation reporter assay, cell-based qHTS; stimulated with anti-CD3/CD4/CD28 beads; in transgenic mouse T cells; activation, % (series mostly up to about 46 µM); hit rate 0.065% among 360,000; in the data active = activation above about 50%; inconclusive = mostly about 30% to 49%; note: 0% is about no effect
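Quantitative HTS in unstimulated transgenic mouse T cells, with memory T cells as non-tolerant control and PMA/ionomycin as tolerance-bypass control. Compound pretreatment lasted 60 minutes before 18 h bead stimulation; EGFP/DsRed fluorescence read.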
PTHR1 ag: activates the human parathyroid hormone receptor PTHR1; Q03431; HEK293 GP2 PTHR1 cells, GloSensor cAMP luminescence, 1 h; Potency, µM (doses to about 115 µM), for inactives: at the top dose activation, most hits filed as activators; hit rate 0.075% among 410,000; AID 743266; note: potency is the fitted concentration of half-maximal effect; nearly all actives have a fitted effect of over 55% in size; some results filed as inactive show a strong effect at the top dose; inactives centre near -15; many of its hits are not listed in these tables
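HEK-293-derived GP2 cells expressing PTHR1 and a GloSensor cAMP reporter, 3,000/well, plated overnight, given luciferin plus IBMX (each 0.5 mM as added) for 1 h at 37 °C, then compound for 1 h at 37 °C. Luminescence was read after 15 min at room temperature.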
PI5P4Ka inh: blocks human PI5P4K alpha kinase activity; PI5P4Kalpha enzyme, ADP-Glo luminescence, 60 min; stronger effect = lower value; max response, %; hit rate 1.2% among 330,000; AID 652105; active = max response of -50% or lower; inconclusive = between -30% and -50%; inactive = -30% or higher; note: value at the top dose of about 77 µM; % is set by controls: 0 for no effect and ±100 for the full control effect
Target sequence (P48426 whole entry, looked up): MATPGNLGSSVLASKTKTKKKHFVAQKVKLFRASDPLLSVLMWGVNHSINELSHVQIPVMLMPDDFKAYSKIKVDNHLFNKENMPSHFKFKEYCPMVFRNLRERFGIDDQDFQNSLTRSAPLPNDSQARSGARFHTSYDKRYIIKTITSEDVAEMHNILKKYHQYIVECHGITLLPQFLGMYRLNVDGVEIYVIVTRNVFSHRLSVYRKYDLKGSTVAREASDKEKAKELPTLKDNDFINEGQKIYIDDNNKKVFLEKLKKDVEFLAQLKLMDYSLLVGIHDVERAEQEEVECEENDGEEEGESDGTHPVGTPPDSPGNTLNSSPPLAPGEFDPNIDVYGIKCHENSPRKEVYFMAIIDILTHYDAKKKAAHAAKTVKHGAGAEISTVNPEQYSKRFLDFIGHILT
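Single end-point luminescence (ADP-Glo) quantified ADP from PI5P4Kalpha turnover; ATP 5 microM final, 1 h at RT, 0.1% CHAPS and 0.28 mM EGTA in HEPES pH 7.4.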
* hit, by the source's call; i = inactive; u = inconclusive; x = not tested or not shown; & = joins results of further samples; [ ] = dose if it differs, or a comment. Unless noted, calls come from the whole dose curve; as a rule, active = well fitted curve in the direction sought with a large enough effect; inconclusive = small, poorly fitted or top-dose-only effect, or another doubt; inactive = no such curve, though single readings can be large; an effect the other way counts as inactive or inconclusive.

Compound,GLP1R cytotox,GLP1R inv ag,EPAC1 antagonist,GLP1R ag,EPAC1 ag,PLK1 PBD inh,IL-2 act,PTHR1 ag,PI5P4Ka inh
COc1cc(OC)cc(C(=O)NCCNC(=O)c2ccccn2)c1,-4%,24%,3%,3%,-2%,-9%,1.1,i,-2
O=C1N[C@@H](Cc2c[nH]c3ccccc23)COC(=O)[C@H](Cc2ccc(F)cc2)C/C=C\C[C@@H]1CC(=O)N(CCO)Cc1ccccc1,-30%,4%,-3%,-3%,-5%,-1%,-3.9,-10%,-2
COC(=O)C1=C(C)NC(=O)NC1c1ccc(OC(=O)c2ccco2)cc1 (stereo not given),-2%,23%,-26%,13%,10%,-11%,0.1,-24%,2
COc1ccc(/C=N/NC(=O)CCn2cnc(-c3ccccc3)c2-c2ccccc2)cc1,u,u,-4%,20%,4%,-1%,-1.9,i,0
COC(=O)c1ccc(COC(=O)CCC(=O)c2cccs2)cc1,-2%,43%[activator],2%,9%,12%,-12%,-4.2,i,-7
O=C(COc1ccc(Oc2ccccc2)cc1)NCc1cn2ccccc2n1,u,u,-2%,8%,5%,-9%,-0.3,-34%,10
O=C(OCc1nc2scc(-c3ccccc3)c2c(=O)[nH]1)c1cc(Cl)ccc1[N+](=O)[O-],-1%,21%,-17%,-6%,0%,-5%,2.9,-14%,6
Cc1cc(/C=C(\C#N)C(=O)O)c(C)n1CCC(C)C,7%,-4%,-4%,0%,7%,-8%,-1.7,-19%,u
COc1cc(C(=O)N(CCCO)Cc2cc3ccc(C)c(C)c3[nH]c2=O)cc(OC)c1OC,-10%,2%,-1%,-8%,14%,-6%,-2.3,i,x
CC1Cc2ccccc2N1C(=O)CCS(=O)(=O)c1cccc2nonc12 (stereo not given),-2%,u,-9%,-2%,12%,-2%,1.8,i,11

Compound profiles (already shown). Screens in order: GLP1R cytotox | GLP1R inv ag | EPAC1 antagonist | GLP1R ag | EPAC1 ag | PLK1 PBD inh | IL-2 act | PTHR1 ag | PI5P4Ka inh
COc1cc(C(=O)N(CCCO)Cc2cc3ccc(C)c(C)c3[nH]c2=O)cc(OC)c1OC across the screens: -10% | 2% | -1% | -8% | 14% | -6% | -2.3 | i | x
COc1cc(OC)cc(C(=O)NCCNC(=O)c2ccccn2)c1 across the screens: -4% | 24% | 3% | 3% | -2% | -9% | 1.1 | i | -2

Further results.
Compound,GLP1R cytotox,GLP1R inv ag,EPAC1 antagonist,GLP1R ag,EPAC1 ag,PLK1 PBD inh,IL-2 act,PTHR1 ag,PI5P4Ka inh
NCCCCCc1nnc(SCC(=O)Nc2cccc(Cl)c2)o1,-3%,7%,-7%,2%,4%,-10%,0.5,-55%,x
CC1CCN(S(=O)(=O)c2cccc(S(=O)(=O)N3CCCC3)c2)CC1,0%,-22%,-23%,15%,5%,0%,-3.6,-13%,3
Cc1ccc(S(=O)(=O)N2CCN(C(=O)CCC(=O)NCCc3ccc(S(N)(=O)=O)cc3)CC2)c(C)c1,8%,23%,5%,-3%,-6%,4%,0.9,i,27
O=C(NCc1cccs1)C1CCCN(S(=O)(=O)c2cnc[nH]2)C1 (stereo not given),23%,17%,4%,-7%,-37%[inhibitor],-20%,-4.4,-20%,2
CN(CCc1ccccc1)C(=O)c1ccc(NC(=O)Cc2cccc(NC(=O)C3CCN(S(=O)(=O)c4cccc([N+](=O)[O-])c4)CC3)c2)cc1,10%,-17%,u,-2%,-25%,-11%,-0.2,-14%,-5
COc1ccc(Cl)cc1-c1nc(SCC(=O)N(C)CCC#N)n[nH]1,-2%,9%,-2%,3%,5%,-25%,-3.0,i,-1
CCCN(CCC)CC(O)COc1ccccc1C(=O)Nc1ccccc1 (stereo not given),-17%,u,10%,-6%,0%,4%,2.4,16%,10
CN(C)C(=O)c1cccc(-c2cnc3c(NC=O)cc(-c4cccc(F)c4)cn23)c1,-21%,34%[activator],-15%,-8%,-4%,-21%,-0.7,-11%,u
Cc1ccc(CNC(=O)Cn2c(=O)n(Cc3ccccc3)c(=O)c3sc4ccccc4c32)cc1,19%,3%,x,-2%,x,x,x,i,x
CCOC(=O)C1CCN(C(=O)c2ccc(N3CCCC3=O)cc2)CC1,3%,7%,9%,-9%,1%,-1%,-1.9,i,-3
NC(=O)[C@@H]1CCCN1Cc1nc(Cc2cccc(C(F)(F)F)c2)no1,-4%,-13%,8%,13%,-1%,5%,-1.9,i,0
CC1CN(S(=O)(=O)c2cccc(C(=O)NCC(c3cccs3)N3CCOCC3)c2)CC(C)O1 (stereo not given),3%,11%,13%,-6%,-3%,6%,0.6,-6%,2
CCCOc1ccc(CNC(=S)NCc2ccc(OC(C)C)cc2)cc1,u,u,-19%,-4%,-32%[inhibitor],-10%,0.7,-10%,0
O=C(Nc1cccnc1Cl)c1cc(-c2ccc(Cl)cc2)on1,-4%&0%,8%&9%,2%,9%,9%,-6%,-0.2,-15%&-22%,0
CCCN1C2CCCC1CC(NC(=O)c1ccc(OC)cc1)C2 (stereo not given),-8%,2%,3%,1%,15%,-14%,0.1,i,-5
C=CCn1c(SCC(=O)NC2CCS(=O)(=O)C2)nc2sc(CC)cc2c1=O (stereo not given),-4%,6%,-4%,9%,2%,-3%,-0.3,i,-5
Cn1c(=O)c2c(c3ccccc31)OC(C)(C)CC2,14%,37%[activator],-6%,13%,-4%,-5%,-2.2,-45%[inhibitor],0
CC1(C)C[C@H]2C3=CCC4[C@@]5(C)CC[C@H](O)[C@@](C)(CO)C5CC[C@@]4(C)[C@]3(C)C[C@@H](O)[C@@]2(CO)[C@@H](O)[C@@H]1O (stereo not given in full),2%,3%,-1%,5%,-18%,1%,-0.6,-24%,2
O=C(NC1CCCCCC1)C1Cc2ccccc2CN1C(=O)c1ccco1 (stereo not given),2%,11%,7%,7%,7%,-11%,11,i,-22
CCOC(=O)c1cc2occc2n1Cc1ccc(F)cc1,-9%,u,5%,1%,8%,-7%,0.1,i,5
CCC1CCCCN1CCCNC(=O)c1ccc2nc(N3CCCCC3)sc2c1 (stereo not given),u,u,9%,6%,-12%,-15%,-2.3,-15%,0
NC(=O)N/N=C/c1ccc2cccc(OCc3ccccc3)c2n1,2%,49%[activator],-4%,19%,3%,8%,-2.3,i,2
CCOc1ccc(N2C(=O)CC(N(CCc3ccc(OC)c(OC)c3)C(=S)Nc3ccccc3)C2=O)cc1 (stereo not given),8%,-10%,-14%,-9%,-21%,-3%,-0.6,i,1
O=C(NCCN1CCOCC1)c1sc2ccccc2c1Cl,-8%,1%,-18%,17%,5%,-22%,-0.3,-9%,7
CC(=NNC(=S)N1CCCC1)c1ccccn1,-52%,-84%,-11%,1%,2%,24µM*,-4.0,-78%[inhibitor],-14
CSc1ccc(/C=C2\NC(=O)NC2=O)cc1,3%,25%,-6%,-6%,1%,-7%,2.1,-3%,-9
COCc1nnc(NC(=O)CSCc2ccccc2)s1,1%,1%,-2%,-6%,-1%,21µM*,-0.1,i,-7
O=C(O)CC(NC(=O)COc1ccc(Cl)cc1Cl)C(=O)O (stereo not given),-22%,3%,-21%,-7%,0%,0%,1.4,i,1
CC(CN1CCN(C)CC1)OC(=O)c1cccc(F)c1 (stereo not given),0%,-5%,-10%,9%,-12%,-13%,5.5,-23%,-1
CSc1ccc(S(=O)(=O)N2CCC(C(=O)NCCCn3ccnc3)CC2)cc1,6%,-24%,19%,1%,-1%,-9%,-6.7,u,3
COc1ccc(-c2noc(CNC(=O)c3ccc4c(c3)OCO4)n2)cc1,1%,u,8%,13%,11%,-8%,-0.5,0%,5
OC(c1ccc(F)cc1)c1nc(-c2csc3ccccc23)cs1 (stereo not given),2%,u,u,27%,-11%,-9%,-0.8,-15%,23
CCC1CN(C(=O)N2CCC(C(=O)NCc3ccc(F)cc3)CC2)c2ccccc2O1 (stereo not given),-18%,u,0%,1%,0%,-6%,-1.2,-10%,7
COc1ccccc1-c1cc(N)n(S(=O)(=O)c2ccc(F)c(C)c2)n1,-11%,-22%,-3%,-1%,-10%,2%,-4.3,-39%[inhibitor],0
CCN(CC)CCN(C(=O)c1cc2ccccc2cc1OC)c1nc2ccc(F)cc2s1,-26%,5µM*,-20%,-6%,-14%,-6%,-5.2,i,3
CN(C)CC/C=C1\c2ccccc2Sc2cc(F)c(Cl)cc21,u,7.9µM*,6%,0%,1%,5%,-0.7,-18%,0
CCOC(=O)c1sc(=S)n(C)c1NC(=O)c1cccc(Br)c1,-8%,u,-27%,-1%,-4%,11µM*,-3.8,-44%[inhibitor],-27
CCn1c(-c2cccc(Br)c2)n[nH]c1=S,u,-12%,-6%,-4%,12%,-13%,-0.1,i,-15
NS(=O)(=O)c1ccc(NC(=S)NCCc2ccccc2)cc1,2%,u,u,-6%,0%,6.7µM*,-0.4,-4%,-11
CCc1ccccc1-n1c(SCC(=O)N2CCCC2)nc2[nH]ncc2c1=O,-12%,26%,7%,5%,-9%,1%,1.7,-61%[inhibitor],-6
COCCOC(=O)C1=C(C)NC(=O)NC1c1ccc(OC(=O)c2ccco2)c(OC)c1 (stereo not given),2%,0%,5%,20%,5%,-11%,-0.5,i,3
O=C(CSc1nnc(CN2CCOCC2)n1-c1ccccc1)Nc1ccc(Cl)cc1,-13%,u,8%,-12%,4%,0%,-1.1,i,7
O=C(CNCC1CCCO1)N1CCCc2ccccc21 (stereo not given),8%,0%,2%,4%,5%,-6%,1.6,i,x
Cc1sc2nc(C)n(/N=C/c3ccccc3)c(=O)c2c1C,11%,4%,5%,-4%,5%,0%,-0.6,i,1
O=C(c1cccc(F)c1)N1CCN(S(=O)(=O)Cc2ccccc2)CC1,-4%,-5%,8%,0%,0%,-2%,1.2,i,0

Assay outcomes from PubChem BioAssay.

This is a subset; the hit share may differ from the screen's.
